# Source: PubChem BioAssay
# PolyA inhibitor = inhibitors of polyadenylation in S. cerevisiae; 300,000 compounds, 0.02% hits; S. cerevisiae SKY197-pL101 polyadenylation reporter, beta-gal luminescence; efflux-impaired pdr1/pdr3 knockout yeast; score 100 = 6 SD above DMSO; calls only at 12 µM;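 active = lowest replicate activity score at least 50, where 100 means six control SD above control mean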;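 note: yeast exposed to compound for 9 h at 30 °C; higher score means more reporter readthrough which indicates perturbed polyadenylation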
# KCNK9 block = inhibitors of human KCNK9 two-pore domain potassium channel. AID 488922. HEK293 KCNK9, FluxOR thallium flux fluorescence; stronger effect = lower value. B-score at 10 µM. Q9NPC2. 310,000 compounds, 1.2% hits;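 active = ratio B-score over 3 SD below the library mean, with starting fluorescence within 5 SD of its mean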;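 note: negative B-score means less thallium flux so channel inhibition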
# GSK3B inh = blocks human GSK3beta kinase activity; AID 2097; activity score (negative = inhibition), % at 10 µM; 300,000 compounds, 0.038% hits; P49841; GST-GSK3beta kinase, ADP-Glo luminescence, 60 min; stronger effect = lower value;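 active = more than half of replicate wells score below -50%, meaning over 50% inhibition versus plate controls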;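 note: 0% = median DMSO wells and -100% = median GW8510 positive control wells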
#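 test system = GST-tagged human GSK3beta kinase, cell-free | reagent = 25 µM ATP with peptide substrate | dosing = one dose of 10 µM per compound | schedule = 60 min reaction, RT | detection = luminescent ADP-Glo measurement of ADP formed | control set = DMSO neutral wells and GW8510 at 20 µM as positive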
# KCNQ1 inh = inhibitors of human KCNQ1 potassium channel | 310,000 compounds, 1.3% hits | CHO-K1 KCNQ1, FluxOR thallium flux fluorescence; stronger effect = higher value | B-score at 10 µM;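 active = compounds whose thallium flux B-score, printed positive for inhibition, exceeds three library SD while starting fluorescence stays within three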;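 note: channel opened by potassium depolarization with thallium stimulus after 20 min compound exposure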
# KCNK3 inh = human KCNK3 channel inhibition, primary screen. O14649. CHO-KCNK3 thallium flux, FluxOR fluorescence; stronger effect = lower value. B-score at 10 µM. 340,000 compounds, 0.84% hits;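 active = B-score under library mean minus 4 SD, starting fluorescence ratio at most library mean plus 5 SD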;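 note: more negative B-score means stronger inhibition of thallium flux through KCNK3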
# DYRK1A inh = blocks rat Dyrk1A kinase activity. ADP-Glo luminescence, NFATc1 peptide. Q63470. inhibition, % at 12.5 µM. 310,000 compounds, 0.43% hits; in the data active = inhibition above about 50%;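 note: plate controls were vehicle with enzyme for no effect and no enzyme for full effect; many of its hits are not listed in these tables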
# RGS4 pot = RGS4 potentiation or activation. HEK293 M3R/inducible RGS4, carbachol calcium flux Fluo4; stronger effect = lower value. B-score at 10 µM. 310,000 compounds, 0.92% hits. AID 463111;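 active = B-score of the integrated calcium signal more than 4 SD below the library mean, with starting fluorescence not abnormally high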;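 note: negative B-score means reduced calcium response which marks RGS4 activation or potentiation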
#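 Reagent: ECmax carbachol challenge; Test system: M3R-expressing HEK293 line, RGS4 induced by doxycycline; Schedule: overnight RGS4 induction, 30 min dye load 37 °C, 20 min compound RT; Detection: calcium dye Fluo4 fluorescence; Read-out: Agonist-evoked peak-minus-minimum fluorescence over baseline, integrated ratio, B score.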
# hERG protect = compounds protecting human hERG from proarrhythmic drug block. Q12809. AID 1511. 310,000 compounds, 0.51% hits. activation (rescue from dofetilide block), less the hit threshold, % at 10 µM. CHO-hERG, FluxOR thallium flux, dofetilide IC70 present;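 active = activation above the mean of controls blocked by dofetilide plus 5 SD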;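 note: thallium influx through hERG after potassium depolarization seen as dye fluorescence rise; in these data hits start at about 4.7%; inactives centre near -7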
# KCNQ1 act = potentiates or activates the human KCNQ1 potassium channel; B-score at 10 µM; P51787; AID 2648; CHO-K1 KCNQ1, thallium flux FluxOR fluorescence; stronger effect = higher value; 310,000 compounds, 0.35% hits;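 active = fluorescence ratio B-score, a plate-corrected score, at least three library SD, with initial intensity B-score within 5 SD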
#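 Material: CHO-K1 cells stably expressing KCNQ1. Medium: assay buffer for compound exposure, DMSO matched across wells. Reagent: K+/Tl+ depolarizing stimulus. Compound dosing: single-concentration screen. Times: 37 °C overnight plating, 90-min dark dye load, 20-min compound pretreatment. Technique: FluxOR Tl+ flux fluorescence.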
# HDAC3 inh = human HDAC3 inhibition | O15379 | recombinant HDAC3, fluorogenic peptide/trypsin coupled, fluorescence | inhibition, % at 8.3 µM | 320,000 compounds, 0.15% hits; in the data active = inhibition above about 26%, passing the limit was not always enough
# GSK3 alpha inh = inhibitors of human GSK-3 alpha kinase; ADP-Glo luminescence, 60 min; inhibition, % at 10 µM; 320,000 compounds, 0.1% hits; AID 2650;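 in the data active = inhibition above about 50%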;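 note: GST-tagged GSK-3 alpha with peptide substrate and 25 µM ATP; 0% = DMSO neutral wells and 100% = GW8510 positive control wells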
# Target sequence (P49840 whole entry, looked up): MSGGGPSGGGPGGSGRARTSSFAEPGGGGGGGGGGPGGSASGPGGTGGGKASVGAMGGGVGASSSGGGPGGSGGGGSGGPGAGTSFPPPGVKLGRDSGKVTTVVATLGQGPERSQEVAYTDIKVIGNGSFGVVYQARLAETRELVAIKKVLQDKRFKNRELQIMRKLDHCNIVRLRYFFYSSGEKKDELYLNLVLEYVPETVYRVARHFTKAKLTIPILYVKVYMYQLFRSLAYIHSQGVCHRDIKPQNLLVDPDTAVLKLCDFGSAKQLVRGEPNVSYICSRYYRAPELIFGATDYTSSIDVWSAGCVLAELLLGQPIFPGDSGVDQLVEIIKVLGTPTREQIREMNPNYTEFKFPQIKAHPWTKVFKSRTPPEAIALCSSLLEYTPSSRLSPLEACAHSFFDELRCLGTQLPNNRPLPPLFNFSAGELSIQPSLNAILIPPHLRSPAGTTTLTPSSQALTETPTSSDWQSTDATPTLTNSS
# Starred values were filed as active, the others as inactive; i = inactive; . = not tested or not shown. Not all compounds are listed (hit frequency here may not be typical).
item	smiles	PolyA inhibitor	KCNK9 block	GSK3B inh	KCNQ1 inh	KCNK3 inh	DYRK1A inh	RGS4 pot	hERG protect	KCNQ1 act	HDAC3 inh	GSK3 alpha inh
1	O=C(C[n+]1cc2ccccc2c2ccccc21)c1ccccc1	i	i	1	i	i	-2	i	-18	i	-2	-2
2	O=C(CCS(=O)(=O)c1ccc2c(c1)NC(=O)CS2)NCCc1ccccc1	i	i	0	i	i	-1	i	-10	i	4	-24
3	COc1cc(CN(C)c2ncnc3sccc23)ccc1OC(F)F	i	i	1	i	i	31	i	-20	i	6	3
4	COc1ccccc1NC(=O)C1=C(C)NC(=O)NC1c1cccc(OC)c1OC (centres undefined)	i	i	0	i	i	10	i	0	i	0	1
5	COc1ccc(C(c2nnnn2C2CCCC2)N2CCC(C)CC2)c(OC)c1 (centres undefined)	i	i	3	i	i	-2	i	-12	i	4	-1
6	O=C(NCC1CCCO1)c1c(O)nc2sccn2c1=O (centres undefined)	i	i	2	i	i	1	i	-5	i	.	.
7	O=C(CN(Cc1ccccc1)S(=O)(=O)c1ccccc1)N/N=C/c1ccccc1[N+](=O)[O-]	i	i	-1	i	i	4	i	-6	i	3	2
8	Cc1cn(C(=O)c2cccc(Br)c2)c(C)n1	i	i	-1	i	i	-5	i	-6	i	18	0
9	O=C(N/N=C/C(Cl)=C/c1ccc([N+](=O)[O-])cc1)C(=O)Nc1cccc(C(=O)O)c1	i	i	-2	i	i	31	i	-13	i	0	1
10	C/C(=N\Nc1ncc(Cl)cc1Cl)c1cccs1	i	i	1	i	i	3	i	-4	i	7	0

# Among those listed so far, these have an aryl methoxy group:
item	smiles	PolyA inhibitor	KCNK9 block	GSK3B inh	KCNQ1 inh	KCNK3 inh	DYRK1A inh	RGS4 pot	hERG protect	KCNQ1 act	HDAC3 inh	GSK3 alpha inh
3	COc1cc(CN(C)c2ncnc3sccc23)ccc1OC(F)F	i	i	1	i	i	31	i	-20	i	6	3
4	COc1ccccc1NC(=O)C1=C(C)NC(=O)NC1c1cccc(OC)c1OC (centres undefined)	i	i	0	i	i	10	i	0	i	0	1
5	COc1ccc(C(c2nnnn2C2CCCC2)N2CCC(C)CC2)c(OC)c1 (centres undefined)	i	i	3	i	i	-2	i	-12	i	4	-1

# Continuation.
item	smiles	PolyA inhibitor	KCNK9 block	GSK3B inh	KCNQ1 inh	KCNK3 inh	DYRK1A inh	RGS4 pot	hERG protect	KCNQ1 act	HDAC3 inh	GSK3 alpha inh
11	Cc1ccc(-c2nnc(CSc3nc(C(C)C)nc4sc(C)c(C)c34)o2)cc1	i	i	-1	i	i	3	i	-12	i	-1	-1
12	COc1ccc(C2=NOC(C(=O)NCc3cccnc3)C2)cc1 (centres undefined)	i	i	1	i	i	4	i	-1	i	5	2
13	COC(=O)c1c(NC(=O)c2ccc(OC(C)C)cc2)sc2c1CC(C)(C)NC2(C)C	i	i	0	i	i	14	i	-28	i	-1	1
14	CCOc1ccc2nc(SCC#N)c(C#N)cc2c1	i	i	3	i	i	3	i	-9	i	-1	8
15	COc1cc(C(=O)NCC(=O)NCCN2C(=O)S/C(=C\c3ccc4c(c3)OCO4)C2=O)cc(OC)c1OC	i	i	0	i	i	1	i	-10	i	3	0
16	CC(C)C1CC(C(F)(F)F)n2nc(C(=O)O)cc2N1 (centres undefined)	i	i	3	i	i	0	i	-1	i	-5	0
17	COc1ccccc1N1CCN(CC(O)COc2ccc(C)c(C)c2)CC1 (centres undefined)	i	i	0	i	i	-5	i	-3	i	-11	1
18	CC1CCN(C(=O)CCNC(=O)c2ccccc2Cl)CC1	i	i	-3	i	i	-2	i	-8	i	3	-2
19	COc1cccc(CNC(=O)CCC2CCCN(C(=O)c3ccc(F)c(Cl)c3)C2)c1 (centres undefined)	i	i	0	i	i	.	i	-9	i	-6	0
20	Oc1ccccc1CN1CCN(C(c2ccccc2)c2ccccc2)CC1	i	i	1	i	i	.	i	-6	i	5	-1
21	CCN(CC)C(=O)c1ccc(CS(=O)(=O)c2ccc(OC)cc2)o1	i	i	2	i	i	10	i	-5	i	-3	2

# A different layout for some results above.
# Under each structure: PolyA inhibitor, KCNK9 block, GSK3B inh, KCNQ1 inh, KCNK3 inh, DYRK1A inh, RGS4 pot, hERG protect, KCNQ1 act, HDAC3 inh, GSK3 alpha inh
11	Cc1ccc(-c2nnc(CSc3nc(C(C)C)nc4sc(C)c(C)c34)o2)cc1
 : i, i, -1, i, i, 3, i, -12, i, -1, -1
12	COc1ccc(C2=NOC(C(=O)NCc3cccnc3)C2)cc1 (centres undefined)
 : i, i, 1, i, i, 4, i, -1, i, 5, 2

# Molecules above that have fluorine, in the order listed:
item	smiles	PolyA inhibitor	KCNK9 block	GSK3B inh	KCNQ1 inh	KCNK3 inh	DYRK1A inh	RGS4 pot	hERG protect	KCNQ1 act	HDAC3 inh	GSK3 alpha inh
3	COc1cc(CN(C)c2ncnc3sccc23)ccc1OC(F)F	i	i	1	i	i	31	i	-20	i	6	3
16	CC(C)C1CC(C(F)(F)F)n2nc(C(=O)O)cc2N1 (centres undefined)	i	i	3	i	i	0	i	-1	i	-5	0
19	COc1cccc(CNC(=O)CCC2CCCN(C(=O)c3ccc(F)c(Cl)c3)C2)c1 (centres undefined)	i	i	0	i	i	.	i	-9	i	-6	0
